# TEAD-YAP block: TEAD-YAP interaction inhibition, primary screen, TEAD-YAP interaction inhibitor project, luminescence, HEK-TIYL cells | TEAD-Gal4/YAP UAS-luciferase luminescence | inhibition, % at 9.12 µM | 1.4% of 640,000 active; in the data active means inhibition above about 32%;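 further: 0% = median of test compound wells and 100% = reference inhibitor wells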
# FBW7 act: FBW7 E3 ligase activators, primary screen, biochemical, AlphaScreen, human. F-box/WD repeat-containing protein 7 (Homo sapiens), Q969H0. AlphaScreen FBW7–phospho-cyclin E peptide binding, activator screen. normalized activity (activation), % at 26.1 µM. 0.13% of 650,000 active; in the data active means normalized activity above about 1.9%;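 further: purified mutant Fbw7 with reduced substrate affinity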
# Target sequence (Q969H0 whole entry, looked up): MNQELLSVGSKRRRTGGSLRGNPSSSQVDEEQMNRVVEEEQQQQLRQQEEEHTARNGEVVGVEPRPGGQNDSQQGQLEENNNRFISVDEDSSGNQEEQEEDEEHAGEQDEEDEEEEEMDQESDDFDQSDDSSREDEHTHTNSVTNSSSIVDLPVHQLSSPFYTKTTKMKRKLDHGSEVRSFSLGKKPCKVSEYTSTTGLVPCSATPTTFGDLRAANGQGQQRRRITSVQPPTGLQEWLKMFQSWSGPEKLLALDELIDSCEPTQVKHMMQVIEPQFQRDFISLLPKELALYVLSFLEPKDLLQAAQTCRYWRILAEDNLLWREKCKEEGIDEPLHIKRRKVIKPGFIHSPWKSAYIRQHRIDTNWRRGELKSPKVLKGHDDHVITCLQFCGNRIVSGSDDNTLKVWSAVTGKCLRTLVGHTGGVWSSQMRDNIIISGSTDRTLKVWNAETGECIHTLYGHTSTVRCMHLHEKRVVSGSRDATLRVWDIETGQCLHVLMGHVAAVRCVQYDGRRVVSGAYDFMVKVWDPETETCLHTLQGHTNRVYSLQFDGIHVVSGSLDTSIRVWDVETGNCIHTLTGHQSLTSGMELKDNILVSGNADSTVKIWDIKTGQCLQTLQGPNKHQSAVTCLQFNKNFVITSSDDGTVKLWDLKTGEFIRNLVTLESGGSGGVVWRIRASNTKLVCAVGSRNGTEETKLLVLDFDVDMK
# MITF primary: MITF inhibitors, primary screen, biochemical, AlphaScreen, human | inhibition, % at 2.6 µM | 0.91% of 650,000 active | Microphthalmia-associated transcription factor (Homo sapiens), O75030 | AID 1259374, 2018 | AlphaScreen MITF homodimerization, bead proximity signal; in the data active means inhibition above about 50%;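 further: 0% = vehicle wells with protein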
# GPR151 activ: activators of human GPR151, primary screen, cell-based, PathHunter beta-arrestin, luminescence; PathHunter beta-arrestin GPR151 cells; activation, % at 11.2 µM; 1% of 650,000 active; AID 1508602, 2020; in the data active means activation above about 4.9%;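 further: 0% = median of compound wells and 100% = cells with positive control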
# Target sequence (Q8TDV0 whole entry, looked up): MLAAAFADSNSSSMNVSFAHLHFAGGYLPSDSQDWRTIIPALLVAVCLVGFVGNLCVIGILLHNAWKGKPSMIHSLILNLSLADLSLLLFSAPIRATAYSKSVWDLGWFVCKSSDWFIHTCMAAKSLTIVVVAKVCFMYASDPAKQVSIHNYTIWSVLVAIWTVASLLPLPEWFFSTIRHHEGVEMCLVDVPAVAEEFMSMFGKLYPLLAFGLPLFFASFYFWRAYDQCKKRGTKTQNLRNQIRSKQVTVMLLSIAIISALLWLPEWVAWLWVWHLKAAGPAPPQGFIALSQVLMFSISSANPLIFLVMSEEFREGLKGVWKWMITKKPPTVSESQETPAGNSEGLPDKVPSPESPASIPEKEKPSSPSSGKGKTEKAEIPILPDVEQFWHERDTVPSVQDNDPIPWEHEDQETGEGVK
# * hit, by the source's call; & = joins results of further samples.
SMILES,TEAD-YAP block,FBW7 act,MITF primary,GPR151 activ
COC(=O)C1=C(C)NC(=S)NC1c1ccc(OC)cc1 (configuration not stated),4,-0.1,-1,0.4
CCN(CC)C(=O)C1CCCN(c2nc(NCCOc3ccccc3)c3ncn(-c4ccccc4)c3n2)C1 (configuration not stated),14,-0.1,-14,-1.9
O=C(c1ccc(F)cc1)C1CCN(C(=O)c2cccc(F)c2)CC1,-6,0.4,18,-0.7
CCCS(=O)(=O)c1ncc(Cl)c(C(=O)Nc2ccc(Cl)cc2)n1,-5,0.0,20,-1.3
Cc1ccccc1C(=O)N(Cc1cccs1)C1CCS(=O)(=O)C1 (configuration not stated),-3,-0.1,0,-0.5
O=C(Cc1cn(Cc2ccccc2)c2ccccc12)NCc1cccs1,-63,0.2,8,-0.1
CNc1ccc(C2(O)C(=O)c3ccccc3C2=O)cc1,2,0.2,14,-0.6
COc1ccc2nc(N=C(NC(=O)c3ccccc3)NC(=O)c3ccccc3)nc(C)c2c1,6,0.2,7,-0.2
CCN(CC(=O)Nc1ccc(Br)cc1)C(=O)COc1ccccc1OC,-1,-0.1,-2,-0.8
C=CCn1c(N2CCC(C(N)=O)CC2)nc2c1c(=O)[nH]c(=O)n2C,10,0.1,14,0.8
CC(C)CC(NC(=O)c1ccccc1F)c1nc2cccnc2n1C (configuration not stated),1,0.1,7,-1.6
CCOCCCNC(=O)c1cc(Nc2ccc(OC)cc2OC)nc2ccccc12,13,-0.1,8,0.0
CC(C)(C)NC(=O)C1CC(c2ccc(Cl)c(Cl)c2)=NO1 (configuration not stated),-3,0.0,-2,1.0
N#C/C(=C\Nc1cccc(C(F)(F)F)c1)c1nc(-c2cc3cc([N+](=O)[O-])ccc3oc2=O)cs1,-3,0.1,-7,0.2
CS(=O)(=O)Nc1cccc(S(=O)(=O)NC2=NCCC2)c1,4,0.2,10,0.4
CC(C)N(CCc1ccncc1)C(=O)Nc1ccc(F)cc1,-3,-0.2,0,-0.3
Cc1cc(C)c(C)c(OCCOCCNC(C)(C)C)c1,6,-0.1,64*,0.7
O=C(CN1C(=O)C2CC=CCC2C1=O)NCc1ccccc1F (configuration not stated),2,0.0,5,-0.9
O=C(Nc1cnn(C23CC4CC(CC(C4)C2)C3)c1)c1cc2ncc(Br)cn2n1,-1,-0.1,1,0.4
COCCNCCCOc1c(C)cccc1C(C)(C)C,5,0.1,19,0.5
COc1ccc(-c2cc(O)c3c(C)oc(C)c3c(=O)c2)cc1,4,-0.3,1,0.4
CC(NS(=O)(=O)Cc1ccc(Cl)cc1)c1ccccc1 (configuration not stated),-1,-0.1,-1,1.8
N#CC1=C(N)C(C#N)(C#N)C(c2ccc(F)cc2)C=C1C1CC1 (configuration not stated),-15,0.6,5,0.6
CCOC(=O)C1=C[C@@H](OC(CC)CC)[C@H](NC(C)=O)[C@@H](N)C1,-5&7,0.2&0.0,10&25,0.4&0.5
CCn1c(COc2cccc3cccnc23)nnc1SCc1ccccc1,3,-0.1,-12,1.1

# Three entries out of the list, ordered by molecular weight, rising.
SMILES,TEAD-YAP block,FBW7 act,MITF primary,GPR151 activ
COCCNCCCOc1c(C)cccc1C(C)(C)C,5,0.1,19,0.5
O=C(c1ccc(F)cc1)C1CCN(C(=O)c2cccc(F)c2)CC1,-6,0.4,18,-0.7
CCn1c(COc2cccc3cccnc23)nnc1SCc1ccccc1,3,-0.1,-12,1.1

# Compound profiles, from the list above:
# CC(NS(=O)(=O)Cc1ccc(Cl)cc1)c1ccccc1 (configuration not stated) as listed: TEAD-YAP block: -1; FBW7 act: -0.1; MITF primary: -1; GPR151 activ: 1.8
# O=C(c1ccc(F)cc1)C1CCN(C(=O)c2cccc(F)c2)CC1 as listed: TEAD-YAP block: -6; FBW7 act: 0.4; MITF primary: 18; GPR151 activ: -0.7
# CCCS(=O)(=O)c1ncc(Cl)c(C(=O)Nc2ccc(Cl)cc2)n1 as listed: TEAD-YAP block: -5; FBW7 act: 0.0; MITF primary: 20; GPR151 activ: -1.3

# An excerpt from above, reduced to TEAD-YAP block, FBW7 act and GPR151 activ:
SMILES	TEAD-YAP block	FBW7 act	GPR151 activ
Cc1ccccc1C(=O)N(Cc1cccs1)C1CCS(=O)(=O)C1 (configuration not stated)	-3	-0.1	-0.5
COc1ccc(-c2cc(O)c3c(C)oc(C)c3c(=O)c2)cc1	4	-0.3	0.4
Cc1cc(C)c(C)c(OCCOCCNC(C)(C)C)c1	6	-0.1	0.7
O=C(Nc1cnn(C23CC4CC(CC(C4)C2)C3)c1)c1cc2ncc(Br)cn2n1	-1	-0.1	0.4

# (further entries)
SMILES,TEAD-YAP block,FBW7 act,MITF primary,GPR151 activ
O=C(Nc1ccc2c(c1)OCO2)c1csc(Oc2ccccc2)n1,-15,0.1,15,-3.6
CCn1nc(C)c(CN2CCc3nnc(CCc4ccccc4)n3CC2)c1C,6,-0.1,11,0.7
COc1cccc(-n2nc(C(=O)Nc3ccccc3F)c3ccccc3c2=O)c1,-12,0.1,12,-0.1
Clc1cccc(Cl)c1COc1cccc(CNc2ccccc2)c1,15,-0.1,-9,0.1
CC1CCCC(C)N1S(=O)(=O)c1ccc(S(=O)(=O)NCc2ccccc2)cc1 (configuration not stated),-9,0.0,0,-0.2
Cc1nn(C)cc1CN(C)C(=O)c1ccc(OC2CCN(CCc3ccccc3)CC2)cc1,-4,-0.1,0,1.3
CCOC(=O)c1cccc(NC2=C(Cl)C(=O)N(c3ccc(Cl)cc3)C2=O)c1,7,0.1,-20,0.7
CCCCCCCCCCCCNC1CC(=O)NC1=O (configuration not stated),4,-0.2,-13,-0.5
COc1cccc(C(=O)NC(=S)Nc2nc(-c3ccccc3)cs2)c1,0,-0.2,-3,0.1
O=Cc1cn(CC(=O)Nc2ccc(F)cc2)c2ccccc12,16,-0.2,-9,-0.6
CCCOC(=O)c1ccc(Nc2nc3ccccc3n3nnnc23)cc1,-17,1.4,23,-0.3
CCCOC(=O)c1ccc2c(c1)C(=O)N(c1cc(C)ccc1C)C2=O,4,-0.1,-5,0.2
CC1(C)OC2OC(C(=O)NCc3cccs3)C3OC(C)(C)OC3C2O1 (configuration not stated),7,0.1,-9,0.4
O=C(CC1CCCCC1)N(c1ccc(F)cc1)C1C=CS(=O)(=O)C1 (configuration not stated),-11,-0.1,-4,-0.3
COc1ccc(C(=O)Nc2sc(C)c(C)c2C(N)=O)cc1,-31,0.1,-1,-1.1
C=CCn1c(SCC(=O)NC2CCCCC2)nnc1-c1ccc(OC)cc1,0,0.0,-11,0.8
CC(=O)C1=C(O)C(=O)OC1c1cccc(F)c1 (configuration not stated),2,0.0,6,1.8
CCCCCCNC(=O)C(=O)c1ccccc1NC(C)=O,6,0.3,9,0.0
CCCC1CCC(c2ccc(-c3nc(C4CCCCC4)no3)cc2)CC1 (configuration not stated),-2,0.1,18,-1.4
CCOC1=NN(c2ccc([N+](=O)[O-])cc2)C(=O)/C1=C\c1cccc(OC)c1OC,7,0.0,8,-0.8
CCOc1cc(C2C(C#N)=C(N)Oc3n[nH]c(-c4ccc(C)cc4)c32)ccc1OC(=O)c1cccs1 (configuration not stated),12,-0.3,-5,-0.1
Cc1cccc2c(N3CCCC3)nc(CNS(=O)(=O)c3ccc4ccccc4c3)nc12,1,0.0,3,-2.1
CC1(C(=O)O)CC(=O)N2C=CC=CC2=N1 (configuration not stated),-8,0.1,-3,-1.4
CSCCNC(=O)c1cc(COc2ccc3ncccc3c2)on1,26,0.0,-9,0.9
COc1ccccc1NC(=O)c1c(NC(=O)c2ccccc2Cl)sc2c1CCCC2,1,0.0,-2,-1.0

# (more compounds)
SMILES,TEAD-YAP block,FBW7 act,MITF primary,GPR151 activ
COc1cccc(C2CC(c3cc(OC)c(OC)c(OC)c3)n3ncnc3N2)c1 (configuration not stated),11,0.1,10,1.4
Cc1ncc2c(c1CNC(=O)CCOc1ccccc1)CCN(Cc1cnn(C)c1C)C2,1,-0.1,-1,0.3
O=C(Nc1ccccc1C(F)(F)F)c1nn2c(C(F)(F)F)cc(-c3cccs3)nc2c1Br,-4,-0.1,-12,0.0
COCCNC(=O)Cc1cccc2ccccc12,-8,0.3,2,-1.0
CCc1ccc(-n2c(=S)sc3c(=O)n(-c4ccc(C)cc4)c(SCc4cccc([N+](=O)[O-])c4)nc32)cc1,-1,0.1,-9,-0.4
COc1cc(C(=O)N(Cc2nc(-c3ccc(C)cc3)no2)C(C)C)cc(OC)c1OC,6,0.0,9,8.3*
C=CCOc1ccc(C2/C(=C(\O)c3ccc(OC)cc3)C(=O)C(=O)N2c2nnc(C)s2)cc1 (configuration not stated),4,0.0,8,1.4
Cc1ccc(Cl)cc1NC(=O)CN1N=NC2C(=O)N(c3cccc(Cl)c3)C(=O)C21 (configuration not stated),9,0.3,6,-0.4
COc1cccc(NC(=O)CSc2nnnn2C(C)C)c1,-10,-0.1,0,0.9
COc1cc(OC)c(NC(=O)CNC(=O)Cn2cnc3ccccc3c2=O)cc1Cl,4,0.0,1,1.4
Cc1cccc(OCC(=O)Nc2ccccc2C(N)=O)c1C,-38,-0.1,1,-0.7
CC(C)C(c1nnnn1Cc1ccccc1)N(Cc1ccco1)CC1CCCO1 (configuration not stated),5,-0.3,6,-1.5
CCOC(=O)c1sc(NC(=O)CSc2nc(C)cc(=O)[nH]2)nc1C,5,-0.1,-13,0.3
O=C(CCCn1c(SCC(=O)Nc2cccc(C(F)(F)F)c2)nc2ccccc2c1=O)NCc1cccc(Cl)c1,0,0.2,15,-2.2
C/C(N)=C(/C#N)C(=O)COC(=O)/C=C/c1c(C)nn(C2CCS(=O)(=O)C2)c1Cl (configuration not stated),2,-0.1,4,2.1
COc1cc(C2C(C(C)=O)=C(O)C(=O)N2CCc2c[nH]c3ccccc23)ccc1O (configuration not stated),-2,-0.1,10,0.1
CC(C)CN(C)C(=O)CC1C(=O)NCCN1Cc1ccc(F)cc1 (configuration not stated),-5,0.1,13,0.2
CC1=C(C(=O)Nc2cc(Cl)ccc2C)C(c2ccc(Br)cc2)NC(=O)N1 (configuration not stated),0,0.1,10,-0.4
CN(C)CCN(CCCN)Cc1ccco1,6,-0.1,-22,-1.3
CC1(C)CC(=O)C2=C(C1)Nc1ccccc1N(C(=O)Cc1ccc(Cl)cc1)C2c1cccs1 (configuration not stated),8,0.0,-2,-0.9
COCC(=O)NNC(=O)c1ccc(C(C)(C)C)cc1,-22,0.0,11,-0.5
C/C(=N\Nc1cccc([N+](=O)[O-])c1)c1cccc([N+](=O)[O-])c1,-23,0.0,12,1.1
COc1cccc(Nc2nc(Nc3cccc(OC)c3)c([N+](=O)[O-])c(N)c2[N+](=O)[O-])c1,-8,0.5,14,-0.2
Cc1noc(C)c1S(=O)(=O)Nc1ccc(C(=O)NC2CCCCC2C)cc1 (configuration not stated),5,0.0,11,1.8
C=CCN1C(=O)C(CC(=O)Nc2ccccc2)SC1=Nc1ccc(C(=O)O)cc1 (configuration not stated),8,-0.1,-4,0.0

# Quoted from the listing.
# CC(C)C(c1nnnn1Cc1ccccc1)N(Cc1ccco1)CC1CCCO1 (configuration not stated) – FBW7 act: -0.3
# Cc1cccc(OCC(=O)Nc2ccccc2C(N)=O)c1C – FBW7 act: -0.1

# (list continues)
SMILES,TEAD-YAP block,FBW7 act,MITF primary,GPR151 activ
CCC1SC(CC)C(=O)N(CC(=O)Nc2c(C)cc(C)cc2C)C1=O (configuration not stated),14,0.3,14,1.1
COc1ccc(OC)c(NC(=O)Cn2cc(C#N)c3ccccc32)c1,5,-0.1,11,-1.9
COCCn1c(N)c(C#N)c2nc3ccccc3nc21,0,0.4,6,3.2
Cc1cccc(CN[C@H]2C[C@H]3C(=O)N[C@H](C)C(=O)N3C2)c1,-9,0.1,-2,-1.2
CN1CCN(CC(O)COCCOc2ccc(Br)cc2)CC1 (configuration not stated),-5,-0.1,-6,0.8
O=C(Nc1ccc2[nH]ncc2c1)[C@H]1CCCN1C(=O)[C@H](O)c1ccccc1,-3,0.3,8,-0.1
CC(C)Cn1c(-c2cccc(N3C(=O)c4ccccc4C3=O)c2)csc1=Nc1ccc(F)cc1,-3,-0.2,22,-1.7
Cc1cc(C)cc(OCC(O)CNC(C)c2ccccc2)c1 (configuration not stated),19,-0.1,14,0.2
O=C(O)c1cccn(Cc2ccc(Cl)cc2)c1=O,-2,0.2,13,4.4
COC(=O)CNc1nc(-c2ccc(C)cc2)nc2ccccc12,10,-0.1,-2,-0.4
CC(=O)Oc1cc(OC(C)=O)cc(C(=O)Nc2ccc(OCC(=O)O)cc2)c1,18,0.4,5,-0.2
CCOC(=O)c1sc2nc(SCC(=O)c3ccccc3)n(CCc3ccc(OC)c(OC)c3)c(=O)c2c1C,2,0.1,30,0.0
Cc1ccc2c(c1)NC(c1cccc(Br)c1)C1=C(CC(C)(C)CC1=O)N2 (configuration not stated),11,0.4,22,-0.1
CC(C)(C)NCCCCOc1ccc(F)cc1,5,0.5,8,-1.1
Cc1ccc(C)c(NC(=O)COc2ccc(Br)cc2C=O)c1,-1,-0.2,0,0.2
CCN(CC)c1ccc(C=Nc2c(C)n(C)n(-c3ccccc3)c2=O)cc1[N+](=O)[O-],5,-0.2,-21,2.2
CC(=O)NNC(=O)CSc1nnc2c(C)cc3ccc(C)c(C)c3n12,-11,0.1,27,0.7
CC(Oc1ccccc1)C(=O)Nc1c2c(nn1C(C)(C)C)CSC2 (configuration not stated),-5,0.4,-4,-1.3
COc1cccc(C2(C)NC(=O)N(CC(=O)c3cc(C)n(Cc4ccccc4)c3C)C2=O)c1 (configuration not stated),-1,-0.2,-4,0.1
